Source: PubChem BioAssay
Rad51 HR inh – Rad51 (human) homologous recombination inhibition; Q06609; hRad51 DNA strand exchange, fluorescence dequenching; inhibition, % at 10 µM; 0.085% of 200,000 active;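 active means inhibition above 40% at the single screening dose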;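 further: 0% = DMSO control wells and 100% = blanks with heterologous ssDNA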
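material = hRad51 filaments on single-stranded DNA | timing = filaments 15 min 37 °C, then compound 30 min | signal = FRET fluorescence dequenching, excitation 485 nm, emission 520 nm | benchmarks = control wells and blank wells on each plate | evaluation = percent inhibition relative to plate controls and blanks | compound = 10 µM final, single point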
Calpain2 inh – inhibitors of pig calpain II; purified calpain II, fluorogenic peptide substrate, 30 min; inhibition, % at 16 µM; 0.37% of 220,000 active; AID 1236;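 active means inhibition above about 50%, limit read from the data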
FXIa inh 1536 – blocks human coagulation factor XIa protease activity; P03951; purified FXIa, Boc-Glu-Ala-Arg-AMC fluorogenic substrate; inhibition, % at 5 µM; 0.14% of 220,000 active; AID 798;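 active means inhibition of at least 40%; inactive means inhibition below 40%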;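 further: fluorescence of freed AMC excited at 355 nm; 0% = enzyme without compound and 100% = no enzyme blank; many of its hits are not listed in these tables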
hK5 inh – blocks human kallikrein 5 protease activity; Q9Y337; recombinant hK5, fluorogenic AMC substrate cleavage; inhibition, % at 5 µM; 0.59% of 210,000 active;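 active means inhibition of 40% or more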;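 further: 0% = enzyme controls without compound and 100% = no-enzyme blanks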
PERK inhibitor – inhibitors of human PERK kinase; AID 1416; inhibition, % at 5.6 µM; CHO PERK-DD fusion, SEAP luminescence translation reporter; Q9NZJ5; 0.17% of 220,000 active;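 active means inhibition above the mean inhibition of all tested compounds plus 3 SD, set separately per screening campaign, cut at about 2.9% in these data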;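 further: PERK kinase domain activated by AP20187 dimerizer at 100 nM; 0% = DMSO with dimerizer and 100% = rapamycin at 8.4 µM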
KCC2 mod – modulators of human KCC2 chloride dependent transport; 2.2% of 190,000 active; B-score of Tl+ flux slope (higher = more flux/activation; lower = inhibition) at 10 µM; KCC2 cells, thallium flux FluoZin-2 fluorescence;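 active means thallium flux slope and its plate-corrected score both differing from the plate sample mean at a set confidence after two filtering rounds, in either direction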;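 further: slope of fluorescence scaled to starting intensity during 10 to 20 s after thallium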
Target sequence (Q9H2X9 whole entry, looked up): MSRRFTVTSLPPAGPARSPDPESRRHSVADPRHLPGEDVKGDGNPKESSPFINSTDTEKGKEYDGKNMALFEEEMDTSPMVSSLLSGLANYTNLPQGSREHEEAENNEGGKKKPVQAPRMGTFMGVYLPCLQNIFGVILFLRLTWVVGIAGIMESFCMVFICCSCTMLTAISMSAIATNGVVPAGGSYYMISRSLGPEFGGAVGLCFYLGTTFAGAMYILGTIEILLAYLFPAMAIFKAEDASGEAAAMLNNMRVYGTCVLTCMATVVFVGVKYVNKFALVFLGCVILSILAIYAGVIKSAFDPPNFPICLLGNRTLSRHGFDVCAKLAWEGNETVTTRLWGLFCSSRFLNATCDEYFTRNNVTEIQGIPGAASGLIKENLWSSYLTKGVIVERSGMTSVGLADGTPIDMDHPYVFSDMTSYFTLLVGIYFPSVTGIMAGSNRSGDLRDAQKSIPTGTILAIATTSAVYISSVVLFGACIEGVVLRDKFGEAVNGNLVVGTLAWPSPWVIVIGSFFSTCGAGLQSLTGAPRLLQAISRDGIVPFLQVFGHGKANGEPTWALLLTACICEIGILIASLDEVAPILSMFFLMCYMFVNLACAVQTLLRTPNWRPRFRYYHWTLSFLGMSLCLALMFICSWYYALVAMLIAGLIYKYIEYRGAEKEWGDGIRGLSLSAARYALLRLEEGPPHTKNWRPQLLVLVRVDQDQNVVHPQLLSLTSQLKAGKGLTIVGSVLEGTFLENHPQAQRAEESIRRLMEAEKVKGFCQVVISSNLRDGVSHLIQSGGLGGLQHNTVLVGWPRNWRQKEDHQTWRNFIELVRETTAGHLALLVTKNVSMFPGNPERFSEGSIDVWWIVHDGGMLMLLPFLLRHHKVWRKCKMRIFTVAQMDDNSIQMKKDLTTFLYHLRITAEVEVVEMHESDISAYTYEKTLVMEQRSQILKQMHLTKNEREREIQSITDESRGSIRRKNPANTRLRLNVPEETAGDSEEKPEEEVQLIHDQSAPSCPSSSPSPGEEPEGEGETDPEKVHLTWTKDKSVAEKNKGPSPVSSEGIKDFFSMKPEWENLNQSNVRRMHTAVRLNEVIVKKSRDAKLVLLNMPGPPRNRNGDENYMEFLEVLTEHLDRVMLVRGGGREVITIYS
thrombin 1536 – inhibitors of human thrombin; P00734; alpha-thrombin, Boc-VPR-AMC fluorogenic substrate cleavage; inhibition, % at 5 µM; 0.26% of 220,000 active; AID 1046;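 active means inhibition at or above 40%; inactive means inhibition below 40%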;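 further: 0% = enzyme with no compound and 100% = wells without enzyme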
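System: human alpha-thrombin protein; Compound dosing: one concentration per compound, 5 µM, with 0.2% DMSO; Timing: reaction at room temperature; Technique: AMC fluorescence, 355/460 nm; Controls: enzyme without compound as high, wells lacking enzyme as low.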
FXIIa inh 1536 – inhibitors of human coagulation factor XIIa; P00748; purified FXIIa, Boc-QGR-AMC fluorogenic substrate, 2 h; inhibition, % at 5 µM; 0.3% of 220,000 active; AID 800; in the data active means inhibition above about 40%;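 further: 0% = enzyme with no compound and 100% = blank without enzyme; many of its hits are not listed in these tables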
Furin inh – inhibitors of human furin; inhibition, % at 30 µM; purified furin, fluorogenic substrate cleavage; 0.061% of 220,000 active; in the data active means inhibition above about 25%; further: inactives centre near -15
Starred values were filed as active, the others as inactive; . = no result given; [ ] = dose if it differs, or a comment. Only part of the results is shown; count on the stated rates, not on these rows.

Rad51 HR inh,Calpain2 inh,FXIa inh 1536,hK5 inh,PERK inhibitor,KCC2 mod,thrombin 1536,FXIIa inh 1536,Furin inh,structure
-1,-5,-10,-5,0.3,-0.71,-4,5,-9,CC(C)(C)C(=O)OC/C(N)=N/OC(=O)c1ccc(Cl)c(Cl)c1
12,4,5,.,1.4,-0.44,2,14,-26,Cc1ccccc1-c1nn(-c2ccc(F)cc2F)cc1CNCCN(C)C
5,27,3,-6,-0.1,-1.6,-6,4,-15,Cc1cc(N/N=C/c2ccc(Cl)cc2Cl)nc(NCc2ccccc2)n1
-11,8,-3,9,-0.5,0.24,-12,3,-18,CCCN(CC1CC1)C(=O)CSc1ncnc2sccc12
11,18,-2,-10,0.4,0.53,-3,16,-4[20 µM],O=c1[nH]c(CO)nc2c1oc1ccccc12
-5,.,.,.,0.9,-0.26,.,.,-19[20 µM],Cc1ccc(C)c(NC(=S)NCCN2CCOCC2)c1
-1,-7,3,3,0.7,.,-4,12,-22,O=C(CCS(=O)NCc1ccccc1)NCc1ccccc1 (stereo unspecified)
0,19,-2,-94,0.4,-0.39,-9,4,-13,COc1ccccc1NC(=S)NNC(=O)c1nn(C)c(C)c1Br
9,22,6,4,-0.9,.,0,3,-7,CCC(=O)c1ccc(N2CCN(C(=O)COc3ccc(F)cc3)CC2)c(F)c1
-3,3,-7,-30,0.5,-0.83,-14,-14,-22[20 µM],CC(=O)c1c(C)n(C)c2ccc(OC(=O)c3ccco3)cc12
1,-40,0,3,0.0,0.17,-14,4,-13,O=[N+]([O-])c1ccc(C=Nc2cccc3ccccc23)s1
19,12,1,-8,0.8,0.12,-1,9,-15,Cc1ccc(NC(=O)c2cnn(C)c2)cc1[N+](=O)[O-]
0,6,3,-19,-0.8,-0.0026,0,13,7,Cc1cc(N)ccc1N=Nc1c(C)n(C)n(-c2ccccc2)c1=O
-3,21,6,0,0.8,0.0064,-7,9,-13,COC(=O)C(C)Sc1nc(NCc2ccccc2)nc(N(C)C)n1 (stereo unspecified)
-1,36,11,4,-0.3,-0.35,-2,21,-1,COc1ccccc1C(=O)N(Cc1nc(-c2ccc(Cl)cc2)no1)C(C)C
.,-4,-2,-10,.,.,-9,5,.,CSc1ccccc1NC(=O)C1CCCO1 (stereo unspecified)
-1,13,-3,-8,0.0,0.84,-1,7,-20,Cc1ccc(NC(=O)CC(NCC2CCCO2)C(=O)O)cc1C (stereo unspecified)
12,10,-4,4,-1.7,1.6,-1,11,-20,CCc1cccc(CN2CCC(CNC(=O)Nc3ccc(Cl)cc3)CC2)c1
14,-235,2,43*,0.3,.,7,26,-8,COc1ccc(-c2coc3cc(O)ccc3c2=O)cc1OC
3,5,8,-13,0.2,-0.32,-3,10,-22,O=C1C=C(Nc2ccc(Cl)cc2)CC(c2ccccc2)C1 (stereo unspecified)
-4,-6,6,-6,-0.1,-0.68,8,23,-13,COC(=O)c1ccc(NC(=S)NC2CC2)cc1
4,12,-2,-3,-0.1,-0.17,-2,7,-12,COc1ccc(/C=N/NC(=O)CCn2nc(C)cc2C)cc1
5,-9,-2,-8,0.6,0.23,-8,-3,-24,Cc1cc(OCC(=O)NC(C)(C)C)ccc1Cl
2,21,-10,16,-0.1,.,-6,-26,-10[20 µM],Cc1cc(OC(C)C)nc(-c2ccccc2O)n1
5,-10,1,-5,-0.7,0.74,-1,7,-16,Cc1ccc2nc(N(CCCN(C)C)C(=O)c3sc4ccccc4c3Cl)sc2c1
2,15,2,-16,-1.1,-0.66,-6,2,-16,Cc1ccc(C2(C)CC(C)(C)N(C(=O)CSc3nnc(C)s3)c3ccccc32)cc1 (stereo unspecified)
-4,-10,4,-12,-0.1,1.6,1,7,-18[20 µM],CCOC(=O)C1=C(C)NC2=C(C(=O)CC(C)(C)C2)C1c1ccc(N(C)C)cc1 (stereo unspecified)
.,26,0,.,-0.2,-0.34,-6,8,-13,Cn1c(CNC2CCCCC2)nc2ccccc21
-7,-16,6,-5,1.0,0.35,3,18,-4[20 µM],O=C1CC(Sc2nnnn2C2CCCCC2)C(=O)N1c1ccccc1 (stereo unspecified)
2,-13,0,-6,1.2,0.7,-6,12,-11,CCOC(=O)N1CCN(c2cc(=O)n(-c3ccccc3Cl)c(=O)[nH]2)CC1
-7,7,-7,8,-0.3,-0.35,-3,1,-15,Cc1ccc(C2=NN(CC(=O)NCc3ccccn3)C(=O)CC2)cc1
-1,23,26,37,-0.5,0.0024,9,24,-9,CCOc1ccc(/C=C/C2=CC(C)(C)NC(=S)N2)cc1
-6,7,5,-5,-1.5,-0.42,3,9,-19[20 µM],O=S(=O)(c1cccc(-c2nc3ccccc3s2)c1)N1CCOCC1
4,-14,-17,1,0.5,-0.85,-2,11,-23[20 µM],Cc1ccc(-c2c(C)n([O-])c3c([n+]2=O)CCCC3)o1
2,-5,5,-9,0.5,8.2e-05,-3,10,-25,Cc1cccc(NC(=S)NCC(c2cccnc2)N(C)C)c1C (stereo unspecified)
-4,-6,4,-10,0.1,.,3,16,-16,COc1ccc(-c2nnc(SCC(=O)c3ccc[nH]3)n2-c2ccccc2)cc1
4,12,-4,-2,1.1,4.2*,-6,4,-22,CNC(=S)N/N=C(\C)c1cccc(C(F)(F)F)c1
3,-18,-5,-6,-0.6,-0.032,-9,-3,-13,O=C(CN1CCN(c2ccc(O)cc2)CC1)Nc1cc(S(=O)(=O)N2CCCCC2)ccc1Cl
-6,-76,6,1,0.6,0.66,0,-4,-17,CCOC(=O)CCc1c(C)nc2cc(-c3ccccc3OC)[nH]n2c1=O
-1,12,-6,0,1.2,.,1,-9,-13[20 µM],O=C1OC2(c3ccccc3)C3CCCC2C13

7 compounds already listed, sorted by the value under PERK inhibitor, descending.
Rad51 HR inh,Calpain2 inh,FXIa inh 1536,hK5 inh,PERK inhibitor,KCC2 mod,thrombin 1536,FXIIa inh 1536,Furin inh,structure
-1,12,-6,0,1.2,.,1,-9,-13[20 µM],O=C1OC2(c3ccccc3)C3CCCC2C13
-7,-16,6,-5,1.0,0.35,3,18,-4[20 µM],O=C1CC(Sc2nnnn2C2CCCCC2)C(=O)N1c1ccccc1 (stereo unspecified)
5,-9,-2,-8,0.6,0.23,-8,-3,-24,Cc1cc(OCC(=O)NC(C)(C)C)ccc1Cl
2,-5,5,-9,0.5,8.2e-05,-3,10,-25,Cc1cccc(NC(=S)NCC(c2cccnc2)N(C)C)c1C (stereo unspecified)
-4,-6,6,-6,-0.1,-0.68,8,23,-13,COC(=O)c1ccc(NC(=S)NC2CC2)cc1
-7,7,-7,8,-0.3,-0.35,-3,1,-15,Cc1ccc(C2=NN(CC(=O)NCc3ccccn3)C(=O)CC2)cc1
-6,7,5,-5,-1.5,-0.42,3,9,-19[20 µM],O=S(=O)(c1cccc(-c2nc3ccccc3s2)c1)N1CCOCC1

(more compounds)
Rad51 HR inh,Calpain2 inh,FXIa inh 1536,hK5 inh,PERK inhibitor,KCC2 mod,thrombin 1536,FXIIa inh 1536,Furin inh,structure
.,5,2,0,1.2,.,2,12,-16,CC(C)N1CCN(Cc2cn[nH]c2C2CCCCC2)CC1CCO (stereo unspecified)
-3,-17,-2,-13,0.3,-0.48,-5,6,-13[20 µM],O=C(O)c1cnn2c(C(F)F)cc(C(F)F)nc12
0,34,-15,-9,-1.9,.,-6,-5,-21[20 µM],c1ccc(-c2nc(NCC3CCCO3)c3oc4ccccc4c3n2)cc1 (stereo unspecified)
-4,14,1,74*,0.3,-0.077,12,-3,-21[20 µM],O=C(NCCN=C1NS(=O)(=O)c2ccccc21)c1ccco1
-4,-42,5,-3,0.7,-1.1,1,4,-28,CCOC(=O)CN1CC23C=CC(O2)C(C(=O)NCCc2ccccc2)C3C1=O (stereo unspecified)
5,3,-6,2,-0.3,0.27,20,3,-21,O=C(NC1CCCCC1)N1CCc2ccccc2C1
6,-82,0,2,0.2,.,-13,7,2,O=[N+]([O-])c1cccc(C2NCC(c3ccccc3Cl)c3c2[nH]c2ccccc32)c1 (stereo unspecified)
-9,-5,-2,-15,-0.1,0.022,-7,0,-15,Cc1ccc(NC(=S)NN(C)c2nc(C)cnc2C)cc1
.,-6,22,-6,1.0,2,1,30,-22,CC(=O)Nc1cccc(OCc2ccc(S(=O)(=O)Cc3ccccc3)cc2)c1
.,12,-5,-35,-1.5,-0.83,-10,3,-15,Cc1nn(Cc2c(Cl)cccc2Cl)c(C)c1NC(=O)CCCn1nc([N+](=O)[O-])c(Cl)c1C
-3,14,7,36,0.7,2.2,5,14,-24[20 µM],Nc1nnc(SCc2ccc3c(c2)OCO3)s1
-10,-15,7,7,-0.5,-0.049,-7,5,-7,COC(=O)c1sc(N)c(C(=O)OC)c1COC(=O)c1c(C)noc1C
-1,-38,6,-26,1.8,0.13,-1,6,-11[20 µM],CC(C)(C)OC(=O)N1CCC(C(=O)O)CC1
1,-47,3,-28,0.6,0.28,-12,0,-11,c1ccc(-c2cc(-c3ccc(N4CCOCC4)cc3)nc3ccccc23)cc1
-6,-18,1,-12,1.0,-0.22,-4,15,-26[20 µM],CCOC(=O)C(C#N)C(c1cccnc1)c1c(C)[nH][nH]c1=O (stereo unspecified)
2,-182,5,-13,-0.3,0.84,1,13,-39,CC(C)(OC1OC(CO)C(O)C(O)C1O)[C@H]1Oc2ccc3ccc(=O)oc3c2[C@H]1O (stereo partly specified)
21,1,11,-23,1.4,0.079,2,-7,-27,COc1n[nH]c(C(=O)Nc2nc3ccccc3s2)c1[N+](=O)[O-]
11,-4,5,-5,-0.3,-0.26,5,14,-15[20 µM],CN(Cc1nc(-c2cccnc2)no1)S(=O)(=O)c1ccc(Br)cc1
6,1,12,-4,-0.6,.,5,19,-9,CCN(CC)C(=O)c1cc2sc3ccccc3c2s1
-19,-13,-7,-4,-0.7,0.47,2,6,-16,COc1ccc(S(=O)(=O)NCC2CCCN(C(=O)CN3CCCCC3)C2)cc1 (stereo unspecified)
11,5,5,4,0.8,-0.71,2,14,-31[20 µM],O=C1CC(N2CCCN(C3CC(=O)N(c4ccc(F)cc4)C3=O)CC2)C(=O)N1c1ccc(F)cc1 (stereo unspecified)
-13,-9,4,2,0.3,0.37,-2,13,-26,CC(OC(=O)c1ccc2ncsc2c1)C(=O)NCc1ccccc1 (stereo unspecified)
8,-163,-3,2,0.0,5.3*,-12,9,-27,COC(=O)c1cc(OC)c(OC)cc1NC(=O)c1cc(OC)cc(OC)c1
-3,4,-7,-2,-0.4,-1.3,-2,-4,-16[20 µM],CC(O)c1c(OCc2ccccc2)ncnc1OCc1ccccc1 (stereo unspecified)
29,-8,-5,-3,-0.3,0.9,6,7,-21,CCN1CCN(C(=O)CSc2nc(N)cc(N)n2)CC1
-1,-15,-11,-14,1.8,0.98,-18,11,-10[20 µM],CS(=O)(=O)N(CC(=O)O)c1cc(Cl)cc(Cl)c1
-2,46,-2,-13,-1.2,.,-4,3,-12[20 µM],CCOc1ccc(CCNC(=O)CN2CCN(Cc3ccc(F)cc3)C2=O)cc1OCC
-9,3,16,-5,0.3,-0.49,-2,5,-19,CCOc1ccc(C(=O)/C=C/Nc2ccc(S(=O)(=O)Nc3onc(C)c3C)cc2)cc1
3,-27,2,-16,-1.7,0.0074,-1,16,-25,CCOC(=O)N1CCN(C(=O)c2ccc3nc(N4CCC(C)CC4)sc3c2)CC1
16,22,-1,0,2.5,0.0016,-3,4,-21,O=C(CC1Sc2ccccc2NC1=O)NNC(=O)Nc1ccc(Cl)cc1 (stereo unspecified)
